# NPY2 pot ag = potentiates or activates human NPY-Y2 receptor; AID 1359; 220,000 tested, 0.45% active; cells expressing NPY-Y2, potentiator/agonist read-out; activation, % at 3.6 µM; in the data active = activation above about 27%;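 note: cells stimulated with NPY near EC25 plus isoproterenol at EC100; 0% = vehicle plus submaximal agonist and 100% = vehicle plus saturating agonist; some results beyond the cut were filed as inactive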
# Target sequence (P49146 whole entry, looked up): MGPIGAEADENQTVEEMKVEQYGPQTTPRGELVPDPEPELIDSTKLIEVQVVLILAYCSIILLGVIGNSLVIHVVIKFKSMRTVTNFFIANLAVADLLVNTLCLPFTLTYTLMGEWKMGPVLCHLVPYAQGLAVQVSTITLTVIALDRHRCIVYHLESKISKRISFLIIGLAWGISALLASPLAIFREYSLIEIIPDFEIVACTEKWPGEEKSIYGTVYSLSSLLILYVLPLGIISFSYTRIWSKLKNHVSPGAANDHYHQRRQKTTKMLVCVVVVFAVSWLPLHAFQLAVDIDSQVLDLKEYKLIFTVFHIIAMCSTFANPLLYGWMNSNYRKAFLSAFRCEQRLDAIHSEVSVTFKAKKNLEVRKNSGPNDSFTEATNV
# NCF1 inh = inhibitors of human p47phox binding; AID 1274; p47phox/p22phox peptide binding, fluorescence polarization, 2 h; 220,000 tested, 0.53% active; P14598; inhibition, % at 24.7 µM;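 active = inhibition above about 30%, limit read from the data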;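 note: 0% = p47phox with labelled peptide and 100% = labelled peptide alone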
# NPY1 pot ag = human NPY-Y1 potentiation or agonism, primary screen. P25929. NPY-Y1 expressing cells, potentiator/agonist activation. activation, % at 3.6 µM. 220,000 tested, 0.37% active; in the data active = activation above about 33%, passing the limit was not always enough;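 note: cells stimulated with NPY at EC10 then isoproterenol at EC100; 0% = low agonist plus stimulus and 100% = saturating agonist plus stimulus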
# Target sequence (P25929 whole entry, looked up): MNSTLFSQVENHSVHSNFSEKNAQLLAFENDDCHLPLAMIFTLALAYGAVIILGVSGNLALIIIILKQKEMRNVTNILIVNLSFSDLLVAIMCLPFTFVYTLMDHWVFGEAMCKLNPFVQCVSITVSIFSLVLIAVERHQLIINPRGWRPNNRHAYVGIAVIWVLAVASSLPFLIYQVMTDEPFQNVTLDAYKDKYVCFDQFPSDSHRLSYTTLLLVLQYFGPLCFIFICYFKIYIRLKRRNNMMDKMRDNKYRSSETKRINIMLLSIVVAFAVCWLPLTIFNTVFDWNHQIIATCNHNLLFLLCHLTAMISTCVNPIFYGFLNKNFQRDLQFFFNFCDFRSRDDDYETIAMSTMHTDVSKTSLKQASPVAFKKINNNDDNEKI
# NPY Y1 blocker = blocks the human neuropeptide Y Y1 receptor. inhibition, % at 3.6 µM. P25929. HEK293-CNG Y1 cells, membrane potential fluorescence; NPY at EC95, then isoproterenol. 200,000 tested, 1% active;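 active = inhibition above the campaign mean inhibition of all tested compounds plus 3 SD, cut at about 20% in these data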;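 note: 0% = DMSO wells given NPY plus isoproterenol and 100% = isoproterenol alone without NPY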
#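 System: HEK293 cells with Y1 receptor plus CNG channel / Probe or stimulus: NPY 25 nM then isoproterenol 1 µM plus Ro 20-1724 25 µM / Compound: one concentration, 3.6 µM, in 0.4% DMSO / Schedule: compound incubation 1 h at room temperature, readout 45 min post-stimulation / Measured by: membrane potential fluorescence / Read-out: % inhibition of NPY effect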
# S1P4 antag = antagonists of human S1P4 receptor; AID 1510; 220,000 tested, 0.26% active; O95977; inhibition, % at 4.98 µM; S1P4-expressing cells, antagonist mode, reporter read-out; in the data active = inhibition above about 29%;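 note: 0% = wells stimulated with agonist and 100% = vehicle wells without agonist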
# S1P4 agonist = agonists of human S1P4 receptor; O95977; S1P4-expressing cell line, agonist reporter assay; activation, % at 4.98 µM; 220,000 tested, 0.35% active; in the data active = activation above about 11%;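 note: 0% = DMSO vehicle and 100% = reference agonist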
# Ba/F3 V617F tox = loss of viability in JAK2V617F-driven Ba/F3 cells; Ba/F3 EpoR-JAK2V617F viability, ATP luminescence; inhibition, % at 5.6 µM; 220,000 tested, 1.1% active; AID 1446;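 active = inhibition above the campaign mean plus 3 SD over all tested compounds, cut at about 24% in these data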;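 note: cytokine-independent growth of Ba/F3 cells driven by EpoR plus mutant JAK2; 0% = DMSO-treated cells and 100% = JAK inhibitor I control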
# CHOP inh = inhibitors of CHOP induction in ER stress response. CHO-K1 CHOP-promoter luciferase, tunicamycin-induced, 15-18 h. inhibition, % at 10 µM. 220,000 tested, 3.8% active. AID 2732;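 active = compounds that reduced the stress-induced luciferase reporter signal by more than about 70% of percent inhibition, limit read from the data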;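 note: 0% = tunicamycin plus vehicle and 100% = wells without tunicamycin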
# BaF3 parental = parental Ba/F3 viability inhibition as JAK2V617F counter-screen; CellTiter-Glo ATP luminescence; inhibition, % at 5.6 µM; 220,000 tested, 1.1% active; AID 1486;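 active = inhibition above a per-campaign cutoff, the mean inhibition of all tested compounds plus 3 SD, cut at about 27% in these data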;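 note: 0% = DMSO wells and 100% = JAK Inhibitor I control wells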
# * = called active by the depositor; / = not tested or not shown. Random draw from the library; 7.1% or so of the library scored in one or more.
SMILES,NPY2 pot ag,NCF1 inh,NPY1 pot ag,NPY Y1 blocker,S1P4 antag,S1P4 agonist,Ba/F3 V617F tox,CHOP inh,BaF3 parental
CC(C)CNC(=O)c1cc([N+](=O)[O-])ccc1N1CCCCC1,-3,-10,0,8,0,-1.2,-1,2,2
CCOC(=O)c1ccc(S(=O)(=O)Nc2ccccc2-c2nnn(CC)n2)cc1,-1,-8,-8,-2,-11,-0.7,-1,40,6
Cc1cc(OC(=O)C(C)(C)C)c([N+](=O)[O-])c(=O)[nH]1,-4,2,-15,11,-3,-2.4,3,-7,4
COc1cc(N/C=C(\C(C)=O)c2ccccc2)cc(OC)c1,-12,-11,1,5,2,-1.7,6,19,0
CSC1=N/C(=C\c2cccc(F)c2)C(=O)S1,2,-2,-19,-6,6,-1.6,-4,47,-2
COc1cc(NS(=O)(=O)c2ccc(NC(=O)C3CCCO3)cc2)nc(OC)n1 (centres undefined),8,-14,-1,4,-9,0.2,-5,61,5
CC1(C)C2CCC1(C)C(OCC[N+](C)(C)CC(=O)OC1CCCCC1)C2 (centres undefined),2,-8,-47,24*,-6,1.1,100*,15,83*
c1ccc(-c2csc(-n3cnnn3)n2)cc1,7,-12,-6,-3,-1,0.4,-2,-6,5
C=CCn1c(SC2CCOC2=O)nc2sc(CC)cc2c1=O (centres undefined),-6,-8,-4,-1,-21,-0.9,5,-3,4
CC(C)c1nc(N2CCCC2)c(C#N)c2c1CCCC2,-6,-16,-15,0,-16,-0.8,-5,15,1
O=C(c1ccc(F)cc1)N1CCN=C1c1ccccc1,-7,-1,4,-1,-6,1.4,-1,22,0
COc1ccc(CN(C(=O)Cc2cccs2)C(C(=O)NC2CCCC2)c2ccncc2)cc1 (centres undefined),0,-11,15,-1,-5,0.3,-2,9,-1
CC1CCCCN1S(=O)(=O)c1coc(C(N)=O)c1 (centres undefined),-8,-3,2,5,7,-0.8,5,-31,12
Cc1c(Cl)cnc(NC(=O)COC(=O)c2cccc(S(=O)(=O)N3CCc4ccccc4C3)c2)c1Cl,-5,-60,16,2,-9,0.9,0,16,7
COc1ccc(C(=O)CSc2nnc(CN3CCCCC3)n2-c2ccc(F)cc2)cc1,-7,-7,24,4,-13,-0.9,-2,14,0
COc1cc2[nH]c(=S)nc(NC3CCCC3)c2cc1OC,4,-6,20,-4,-3,-0.6,0,-38,5
COC(=O)c1c(C(=O)OC)c(-c2cccc(Cl)c2)n2c1CS(=O)C2 (centres undefined),6,-8,13,1,0,-1.1,2,3,2
COc1ccccc1CN(C)CC(=O)Nc1ccc(Cl)cc1C(F)(F)F,0,-8,-3,6,-6,0.3,-4,62,7
Cc1onc(-c2ccccc2)c1C(=O)N1CCCN2C(=O)c3ccccc3C21 (centres undefined),7,-12,9,/,10,-1.2,-2,-4,-2
Cc1ccc(-n2c(-c3cnccn3)n[nH]c2=S)cc1,-18,-6,-5,0,-1,-2.3,5,9,11
CCOC(=O)CSc1nc2ccccc2c(=O)n1-c1ccc(C(=O)NCCOC)cc1,5,-15,4,3,-17,1.2,-2,9,-1
CN(C)P(=NC(=O)COc1ccc(Cl)cc1Cl)(N(C)C)N(C)C,-16,-9,6,-3,-2,0.1,4,-5,7
CCCCC(CC)CN1C(=O)/C(=C/c2ccncc2)SC1=S (centres undefined),-2,-7,-10,-2,-2,2.2,-4,26,1
CCCc1cnc(N2CCN(S(C)(=O)=O)CC2)nc1,-4,-8,2,/,-5,-0.3,-3,14,2
CC(C)C(C)NC(=O)CN1C(=O)NC2(CCc3ccccc3C2)C1=O (centres undefined),-3,-10,7,6,-17,0.1,-4,-10,1

# (more compounds)
SMILES,NPY2 pot ag,NCF1 inh,NPY1 pot ag,NPY Y1 blocker,S1P4 antag,S1P4 agonist,Ba/F3 V617F tox,CHOP inh,BaF3 parental
COc1ccc(S(=O)(=O)N/N=C(/C)c2ccc(Cl)cc2)cc1,-5,-3,-12,8,20,-0.8,4,40,10
CS(=O)(=O)n1nc(-c2ccc(Cl)cc2)nc1N,-7,2,4,-5,3,0.4,2,-3,2
C=CCN1C(=O)/C(=C\c2cc(Br)c(OCc3ccccn3)c(OC)c2)SC1=S,0,-10,1,3,-10,0.5,5,20,10
COCCNC(=O)C(=O)N/N=C/c1ccccc1C(F)(F)F,2,14,-15,-2,-4,-0.2,-4,19,-2
COC(=O)c1[nH]c2cccc(OC)c2c1NC(=O)CN1CCOCC1,2,-5,-1,4,2,2.7,1,1,8
CC12CC3(C)CC(C)(C1)CC(C(=O)NCc1ccccn1)(C2)C3,0,-5,-5,3,-11,1.9,-3,-20,3
O=C(c1ccco1)N1CCN(c2ncnc3scc(-c4ccccc4)c23)CC1,12,3,-18,7,-15,1.7,5,11,4
COC(=O)c1[nH]c2cccc(C)c2c1NC(=O)CN1CCCc2ccccc21,20,-9,14,20,1,-1.4,-1,23,5
O=C(CCn1c(=S)[nH]c2ccccc2c1=O)NCCc1ccc(Cl)cc1,-10,0,9,7,-30,1.0,-2,2,3
CCCCS(=O)(=O)Nc1ccc(C(=O)NCC2CCCO2)cc1 (centres undefined),3,-10,-5,-6,3,-3.2,0,31,3
Cn1cnc2nc3n(c2c1=O)CCC3,5,-10,-1,8,7,1.7,4,15,6
COC(=O)c1ccc(NC(=O)C2CCCN2S(=O)(=O)c2ccc(C)cc2)cc1 (centres undefined),-3,-2,14,-2,3,-0.1,-1,19,6
Cc1nc(-c2ccc(Cl)cc2)sc1C(=O)NNC(=O)C(C)C,-13,-10,5,/,1,-0.1,-1,3,-1
CN(C)S(=O)(=O)c1ccc(-c2ccccc2)cc1,-7,-2,23,-3,-2,-0.5,5,-10,8
COc1ccc(N(C(=O)COc2cccc(C)c2)S(=O)(=O)c2ccc(C)cc2)cc1,-2,-19,-8,3,-16,-0.4,-4,30,1
Cn1nc(C(=O)NCc2cccs2)c2ccccc2c1=O,11,-3,-23,-1,-8,-1.0,-2,7,4
COc1ccc2nc(NC3=NCCC3)sc2c1,12,-16,8,-1,1,-0.4,-3,-39,-1
Cn1c(-c2ccc(F)cc2)cnc1NCc1cc2c(cc1[N+](=O)[O-])OCO2,9,-8,0,7,-22,-1.2,0,22,6
O=C(N=Nc1c(O)n(Cc2ccccc2)c2ccccc12)c1ccncc1,-1,-12,23,/,-6,-1.0,-3,9,1
O=C(Nc1ccc(Cl)c(Cl)c1)N(Cc1cccnc1)Cc1ccco1,-11,-2,6,-1,-4,1.4,2,32,7
Cc1cc(SCC(=O)OCC(=O)NC(C)c2ccccc2)c(C)cc1Br (centres undefined),-8,-10,-18,6,-11,0.2,-4,43,1
Cc1oc(C(C)(C)C)cc1C(=O)Nc1ccc(N2CCOCC2)cc1,13,0,10,/,-8,0.8,-3,17,-1
O=C(CNc1cccc2ccccc12)N/N=C/c1cccc(Oc2ccccc2)c1,9,-13,-5,7,-4,0.2,-1,58,6
CC(/C=C/c1ccccc1)=N\NC(=O)c1ccc(Br)cc1,-21,-11,-3,2,-3,0.5,2,68,7
Cc1cc(NCc2ccc(F)cc2Cl)n2nnnc2n1,-7,-15,-3,-1,-14,1.6,-3,17,2

# Part of the list above, with tabs.
Molecule	NPY2 pot ag	NCF1 inh	NPY1 pot ag	NPY Y1 blocker	S1P4 antag	S1P4 agonist	Ba/F3 V617F tox	CHOP inh	BaF3 parental
CN(C)S(=O)(=O)c1ccc(-c2ccccc2)cc1	-7	-2	23	-3	-2	-0.5	5	-10	8
COc1ccc(N(C(=O)COc2cccc(C)c2)S(=O)(=O)c2ccc(C)cc2)cc1	-2	-19	-8	3	-16	-0.4	-4	30	1
Cn1nc(C(=O)NCc2cccs2)c2ccccc2c1=O	11	-3	-23	-1	-8	-1.0	-2	7	4
COc1ccc2nc(NC3=NCCC3)sc2c1	12	-16	8	-1	1	-0.4	-3	-39	-1

# Later entries.
SMILES,NPY2 pot ag,NCF1 inh,NPY1 pot ag,NPY Y1 blocker,S1P4 antag,S1P4 agonist,Ba/F3 V617F tox,CHOP inh,BaF3 parental
COc1ccc(N2CCN(C(=O)CN(C3CCCCC3)S(C)(=O)=O)CC2)cc1,2,-17,17,-5,9,1.1,0,9,6
Cc1cc(Cl)c(S(=O)(=O)N2CCCCCC2)cc1OCC(N)=O,2,-12,12,-3,-6,-3.0,0,-6,1
CC1(C)[C@H]2CC=C(CN3CCC(N4CCC(C(=O)N5CCCC5)CC4)CC3)[C@@H]1C2,-7,-17,-7,11,-11,0.2,2,10,12
CCCn1c(SCC(=O)N2CCCC(C)C2)nnc1-c1ccccn1 (centres undefined),3,-2,-7,2,-3,0.1,-1,8,-1
CC(=O)c1ccc(-c2ccc(C(=O)N3CCN(c4ccc(F)cc4)CC3)o2)cc1,1,-52,14,3,-4,-0.3,-5,5,4
N#Cc1nc(-c2ccco2)oc1N1CCN(C(c2ccccc2)c2ccccc2)CC1,-11,-39,7,7,-19,0.1,3,-3,0
CC(=O)N1CCN(C(=S)c2cccc([N+](=O)[O-])c2)CC1,3,-13,2,3,-4,0.1,-4,-8,2
CCN(CC)CCNC(=O)NC1CCCCC1,-6,-4,1,-2,-21,-0.4,3,30,6
S=C(NCc1ccco1)N/N=C/c1ccc(Cl)cc1,-22,-7,-16,4,-8,1.7,3,46,4
Nc1nncn1C(=O)CCCOc1ccccc1,-9,-6,-5,12,-2,0.0,-2,2,-3
CCCNc1ncccc1C(N)=O,10,-11,-5,2,-17,-0.2,0,15,-2
Cc1ccc(-n2cc(CN3CCN(Cc4nccn4C)CC3)c(-c3ccc(F)cc3)n2)cc1,-26,-9,-29,31*,0,0.5,-3,24,8
CCc1ccc(NC(=O)C2CCCN(S(C)(=O)=O)C2)cc1 (centres undefined),10,2,2,-1,5,-3.1,4,-2,6
O=S(=O)(c1ccc(NC(=S)N/N=C/c2ccc(Oc3ccccc3)cc2)cc1)N1CCOCC1,-8,-8,5,0,-4,-1.4,5,10,9
Cc1cccc(NC(=S)NCc2ccc3c(c2)OCO3)c1,1,-13,-3,6,-19,0.8,-5,3,7
O=C(c1cc(Cl)ccc1[N+](=O)[O-])n1cnc2ccccc21,8,0,3,6,6,-0.6,-3,12,4
CCOC(=O)/C=C1\NC(C)(C)Cc2cc(OC)c(O)cc21,4,-10,27,8,-7,-0.6,1,6,5
COc1ccc(NC(=O)Nc2ccccc2C(=O)N2CCCC2)cc1,4,-3,-1,-3,6,1.6,0,3,0
Cc1ccc(C)c(CN2C(=O)C3CCCN3c3ccc(C#N)cc32)c1 (centres undefined),8,-81,-9,-6,-16,0.2,-1,43,3
COc1cccc(CC2(CO)CCN(C(=O)NCCc3ccccc3)CC2)c1,-10,2,-17,-5,18,-1.2,3,45,3
O=C(C1CCN(S(=O)(=O)c2cccc3cccnc23)CC1)N1CCN(c2ccccn2)CC1,4,-17,18,-5,7,-1.7,-3,2,8
Cc1ccccc1-c1noc(-c2ccccc2C(=O)NCC2CCCO2)n1 (centres undefined),-11,-10,-19,/,-2,0.8,0,8,62*
COc1ccccc1Nc1nnc(SCC(=O)c2cc(C)n(CC3CCCO3)c2C)s1 (centres undefined),-18,-21,8,-4,-9,-1.2,1,43,1
CC(=O)c1ccc(NC(=S)Nc2ccn(Cc3ccc(Br)cc3)n2)cc1,24,-3,23,-15,-15,-0.8,2,12,11
Cc1onc(-c2c(Cl)cccc2Cl)c1C(=O)N1CCSCC1,-10,-11,-7,/,12,0.5,-3,-3,1
CN(C)c1ccc(CN2CCCC(O)C2)cc1 (centres undefined),-4,-2,-3,3,-11,-0.1,-3,-6,2
CCOC(=O)C1(C)C=C(Nc2ccc(C)cc2)C(=O)N1c1ccc(C)cc1 (centres undefined),-2,-8,-13,-4,-2,1.4,-2,-1,4
O=C(NCCCN1CCOCC1)C1CCC(=O)N1C1CCCCC1 (centres undefined),11,4,2,-4,-9,0.3,0,-15,7

# High-throughput results (PubChem BioAssay)
